Myeloid diff 2: induction of myeloid progenitor differentiation, primary screen, cell-based, flow cytometry, MLPCN library | 360,000 compounds, 1% hits | ER-HoxA9 myeloid progenitors, lysozyme-GFP differentiation | calls only at 10 µM;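 active = normalized GFP-positive differentiation at or above the plate's own cutoff, the solvent-only control mean plus 3 SD; inconclusive = no clear call, values can overlap the other calls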;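 also: cells exposed to compound for four days before flow analysis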
Myeloid diff 2 GFP+ MAC1+ %: also measured in Myeloid diff 2; calls as there; GFP+ MAC1+ double positive, %; measured here: differentiation confirmed by MAC1 staining
Starred values were filed as active, the others as inactive; i = inactive; ? = inconclusive; . = not tested or not shown; + = active, no number. This is a subset; rates above refer to the full screens.

SMILES | Myeloid diff 2 | Myeloid diff 2 GFP+ MAC1+ %
O=C(c1ccc2ccccc2n1)N1CCN(S(=O)(=O)c2ccc(Cl)cc2)CC1 | i | 0.8
O=S(=O)(Nc1ccccc1F)c1cccc(NC(=S)NCCN2CCOCC2)c1 | i | 0.8
CCc1nc2ccc(C(=O)NCC3CCCCC3)cn2c1N(C)Cc1nccs1 | i | 1.8
CCc1ccc(C(=O)C(C)OC(=O)CN2C(=O)NC3(CCCC3)C2=O)cc1 (stereo not given) | i | 0.9
CCOc1ncccc1C(=O)OCC(=O)NCc1ccccc1 | i | 1.1
Cc1ccc(S(=O)(=O)NCCC(=O)OC(C)C(=O)NC2CC2)cc1 (stereo not given) | i | 1.6
O=S(=O)(c1ccc(F)cc1)N1CCN(CC(O)COCc2ccccc2)CC1 (stereo not given) | i | 1.4
CNC(=O)C[C@H]1C(=O)N(CCc2ccccc2)C[C@@H]1c1ccc(OC)cc1 | i | 1.8
CC(=O)NC1CC2CCCC(C1)N2C(=O)Nc1cccc(Cl)c1 (stereo not given) | i | 0.4
O=C(NCc1ccc(F)cc1)c1cc(C2CCCCN2C(=O)C2CCCCC2)on1 (stereo not given) | i | 1.3
O=C(NCc1ccccc1)C(c1ccc(F)cc1)N1CCN(c2ccccc2F)CC1 (stereo not given) | i | 1.7
CN1CCN(c2nc3ccccc3nc2NS(=O)(=O)c2ccc(Br)cc2)CC1 | i | 0.7
Cc1cccc(C(=O)Nc2cccc(S(=O)(=O)NCc3ccco3)c2)c1 | i | 1.3
CC12CCC3C(=CCc4cc(O)ccc43)C1CC(=NO)C2O (stereo not given) | i | 0.5
Cc1csc(NC(=O)CSc2nc3[nH]c(=O)cc(O)c3s2)n1 | ? | .
COc1ccc(NC(=O)N(C)C[C@H]2Oc3ccc(NC(=O)C4CCCCC4)cc3C(=O)N([C@H](C)CO)C[C@@H]2C)cc1 | i | 1.2
Cc1ccc2c(c1)C(=O)N1[C@H]3c4cc(C)ccc4OC[C@@H]3[C@H](c3ccccc3)[C@]1(C)C(=O)N2 | + | 1.4*
CS(=O)(=O)c1ccc(C(=O)NNC(=O)c2cc(-c3ccccc3)n[nH]2)cc1 | i | 0.8
COc1ccccc1C(C(=O)c1ccccc1)c1ccc(O)cc1 (stereo not given) | i | 1.4
CN(Cc1ccc(C(F)(F)F)cc1)C(=O)[C@H]1O[C@@H](n2ccc(=O)[nH]c2=O)[C@H](O)[C@@H]1O | i | 1.1
CCc1ccc2c(c1)NC(=O)C2(C)Cc1ccc(F)cc1 (stereo not given) | i | 1.3
CC(CC(=O)Nc1ccc2c(c1)c(=O)n(C)n2-c1ccccc1F)c1ccccc1 (stereo not given) | i | 0.9
COc1ccc(OC)c(C(=O)NC2CCCc3c2cnn3-c2cc(C)cc(C)c2)c1 (stereo not given) | i | 0.5
CCOC(=O)[C@]12CCCC=C1N(Cc1cccc3ccccc13)C(=O)[C@H](CC(=O)NCc1cccc(C(F)(F)F)c1)C2 | i | 1.3
O=C(O)c1cc(Cl)n[nH]c1=O | i | 0.7
Remaining list, next part
SMILES | Myeloid diff 2 | Myeloid diff 2 GFP+ MAC1+ %
CCc1ccccc1Oc1nc(NC(C)C)nc2ccsc12 | ? | .
C#CCOCCOCCOCCNc1nc(N2CCOCC2)nc(N2CCN(C(=O)[C@H](CCCCN)n3cc(CN)nn3)CC2)n1 | i | 0.7
Cc1ccc(S(=O)(=O)N2CCN(C(=O)CCCN3C(=O)NC4(CCCC4)C3=O)CC2)cc1C | i | 0.6
O=C(CCc1nc2ccccc2c(=O)[nH]1)N1CCN(c2ccccc2Cl)CC1 | i | 0.5
O=S1(=O)C[C@@H](N2CC[C@@H](O)C2)[C@H](COCc2ccccc2)N1 | i | 1.2
CN(C)C(=O)CCc1ccc2c3c([nH]c2c1)[C@]1(C)[C@@H](C(=O)N2CCOCC2)C[C@H](CC(=O)NCCc2ccccn2)C(=O)N1CC3 | i | 0.0
O=C(CCCSCCCC(=O)NN=Cc1ccccc1)NN=Cc1ccccc1 | i | 0.3
CC1(C(=O)Nc2ccc(F)cc2F)CCN1C(=O)Cc1ccccc1Cl (stereo not given) | i | 1.0
COC(=O)N1CCCCC1c1cc(C(=O)NCc2cccnc2)no1 (stereo not given) | i | 0.6
CC1CCCC(NC(=O)CSc2cccc[n+]2[O-])C1C (stereo not given) | i | 0.2
COC(=O)c1ccc(CNC(=O)c2cc(S(=O)(=O)NCc3ccccc3)ccc2C)cc1 | i | 0.7
CCc1nc2ccc(C(=O)NCCN3CCNC3=O)cn2c1N(CC)Cc1cccc(Br)c1 | i | 0.7
COc1cccc(C(O)c2nc(-c3ccc(OC)nc3)cs2)c1 (stereo not given) | i | 0.4
CCOc1ccc(OCCC(=O)Nc2ccccc2C(=O)NC2CC2)cc1 | i | 1.0
COc1ccc(CNC(=O)C2(C)Cc3c(-c4ccccc4)ccnc3O2)cc1OC (stereo not given) | i | 0.5
Cc1cc2oc(=O)cc(-c3ccccc3)c2c(C)c1-c1ccc(OC(F)(F)F)cc1 | i | 1.3
Cc1c(C(=O)NCc2cccs2)sc(=O)n1Cc1ccc(S(=O)(=O)N(C)C)cc1 | i | 4.2
O=C(COC(=O)C1COc2ccccc2O1)c1ccc(F)cc1 (stereo not given) | i | 1.3
C[C@@H]1CNC(=O)c2c(C(=O)N[C@H](C)c3ccccc3)ncn21 | i | 2.4
CC[C@]12c3[nH]c4cc(-c5ccco5)ccc4c3CCN1C(=O)[C@@H](CC(=O)NCc1ccco1)C[C@@H]2C(=O)N1CCN(C(=O)c2ccco2)CC1 | i | 1.8
CC1(C(=O)NCc2cccc(Cl)c2)Cc2c(-c3ccc(C(N)=O)cc3)ccnc2O1 (stereo not given) | i | 1.6
Cc1cnc(C(=O)OCc2cc(=O)n3c(C)cccc3n2)cn1 | i | 0.9
CCOC1=CC2=C(C(=O)C(Cl)=CC2=O)[C@@H]2CN(S(=O)(=O)c3ccc(C)cc3)[C@@H](c3ccccc3)[C@H]12 | ? | .
CC1CCCC(NC(=O)COc2ncnc3ccccc23)C1C (stereo not given) | i | 0.8
CC(C)(C)n1nnnc1C(c1ccccc1)N1CCN(c2ccc(F)cc2)CC1 (stereo not given) | i | 1.4
Remaining list, next part
SMILES | Myeloid diff 2 | Myeloid diff 2 GFP+ MAC1+ %
Cc1ccnc2nc(C(=O)OCC(=O)c3ccccc3)nn12 | i | 1.1
O=C(C(O)c1ccc(Br)cc1)N1CCC(Nc2ccc3[nH]ncc3c2)CC1 (stereo not given) | i | 0.4
C/C=C1\NC(=O)[C@H](CC(N)=O)N(C)C(=O)C([C@@H](C)O)NC(=O)C(CCCc2ccc(OC)cc2)NC(=O)[C@H](C(C)C)NC(=O)/C(=C\C)NC(=O)[C@H](O)[C@@H](C[C@@H](O)CCCCCCC)NC(=O)[C@H](C)NC(=O)CN(C)C(=O)[C@H](CCC(N)=O)NC1=O (stereo not given in full) | i | 1.7
Cn1c(CCC(N)=O)nnc1SCC(=O)Nc1cc(S(=O)(=O)N2CCCC2)ccc1Cl | i | 0.4
O=C1NCC(Nc2ccccc2)C(=O)N1 (stereo not given) | i | 0.9
S=c1[nH]ncn1NCc1cccc(Br)c1 | i | 0.8
COC(=O)c1c(N)[nH]c(C(=O)c2ccccc2)c1-c1ccc(Cl)cc1 | i | 0.3
Cc1ccc2nc3[nH]c(=O)[nH]c(=O)c3c(N)c2c1 | i | 0.4
CN1C[C@@H]2[C@@H]3C(=O)N(Cc4ccccc4)C(=O)[C@@H]3[C@](Cc3ccccc3)(C1=O)N2C(=O)c1ccc(Br)cc1 | i | 1.3
CC1(c2nnnn2Cc2ccccc2)CCC(=O)N1CC(F)(F)F (stereo not given) | i | 1.2
CCOc1cc(OCC)cc(C(=O)N2CCC[C@H]2C(=O)N2CCC[C@H]2C(=O)NCc2ccccn2)c1 | i | 0.0
COc1ccccc1N=NNc1ccc(S(=O)(=O)NC(C)=O)cc1 | i | 0.7
CCOC(=O)C1=CCN(S(=O)(=O)c2cccc(Cl)c2)C1c1ccc(C)cc1 (stereo not given) | i | 0.8
CN(C(=O)c1ccc(NC(=O)Cc2ccc(NC(=O)C3CCN(C(=O)C4CCCC4)CC3)cc2)cc1)C1CCCC1 | i | 0.4
CC1CCCCC12NC(=O)N(CC(=O)OCc1ccccc1F)C2=O (stereo not given) | i | 0.8
CN(C(=O)CSc1nnnn1-c1ccc(Cl)cc1)C1CCS(=O)(=O)C1 (stereo not given) | i | 0.6
CC(C)(C)NCC(=Cc1ccccc1)C(=O)c1ccccc1 | ? | .
CN(Cc1ccccc1N1CCCC1)C(=O)c1cc2cc(Cl)ccc2o1 | i | 1.4
Cc1cc(C)n2nc(C(=O)OCC(=O)NC3CCS(=O)(=O)C3)nc2n1 (stereo not given) | i | 1.5
O=C(O)C1CCCN(C(=O)/C=C/c2ccccc2)CC1 (stereo not given) | i | 0.6
CC(NC(=O)NC(=O)c1ccc(F)cc1)C1CC1 (stereo not given) | i | 0.2
CN1CCCC(C(=O)Nc2cccc(Cl)c2)CC1 (stereo not given) | i | 2.0
CC1(C(=O)Nc2ccc3c(c2)OCCO3)CCN1C(=O)C1(c2ccc(Cl)cc2)CCC1 (stereo not given) | i | 0.6
CC(=O)Nc1ccc(S(=O)(=O)NCCC(=O)NCc2ccco2)cc1 | i | 1.2
CCc1ccc([C@@H]2CC(=O)[C@@H]3CN(S(=O)(=O)c4ccccc4C)[C@H](c4ccc(Cl)cc4)C[C@@H]3N2S(=O)(=O)c2ccc(C)cc2)cc1 | ? | .
Continuation:
SMILES | Myeloid diff 2 | Myeloid diff 2 GFP+ MAC1+ %
COc1ccc(OC)cc1 | i | 3.0
CCCCCCn1cc(CN2CC(N3CCCC3)CS2(=O)=O)nn1 (stereo not given) | i | 0.9
Cc1cc2nc(-c3ccc(Cl)cc3)c(CC3CCCCC3)n2c(C)c1Br | i | 0.6
Cc1noc(C)c1S(=O)(=O)N(C)C[C@H]1Oc2ccc(NC(=O)Cc3ccccc3)cc2C(=O)N([C@H](C)CO)C[C@@H]1C | i | 1.2
c1ccc(N2CCN(c3cccc(-c4cc5ccccc5s4)n3)CC2)nc1 | i | 1.1
O=S(=O)(N(Cc1ccccc1)[C@@H](CO)Cc1ccccc1)N(Cc1ccccc1)[C@@H](CO)Cc1ccccc1 | i | 1.3
O=[N+]([O-])c1cccc(CON=Cc2ccccc2O)c1 | i | 1.4
CCN(C(=O)CSc1nc2ccccc2n1CC(C)C)c1c(N)n(Cc2ccccc2)c(=O)[nH]c1=O | i | 1.4
Cc1ccsc1C(=O)OCC(=O)NCc1ccccc1 | i | 0.8
CCOC(=O)[C@]12CCC=C1N(Cc1ccc3c(c1)OCO3)C(=O)[C@H](CC(=O)N1CCCC1)C2 | i | 0.7
NC(=O)c1c(N)[nH]c(C(=O)c2ccccc2)c1-c1ccncc1 | i | 0.5
COc1ccc(-c2cc3nc(-c4ccccc4)cc(N4CCN(C(=O)c5ccoc5)CC4)n3n2)cc1 | i | 1.0
O=C(NCc1cccnc1)c1cc(C2CCCCN2C(=O)CCc2ccccc2)on1 (stereo not given) | i | 0.7
CC(C)N1CCCC(C)(C(=O)Nc2nc3ccccc3n2C)C1 (stereo not given) | i | 1.6
CC[C@H]1C=C[C@@H](C(C(=O)OC)C(=O)OC)CN1C(C)=O | i | 0.1
CCOc1ccc(CCN2C(=S)N([C@@H](Cc3ccc(O)cc3)CN3CCC[C@@H]3CN3C(=S)NC[C@@H]3Cc3ccccc3)C[C@@H]2Cc2ccc(O)cc2)cc1 | i | 1.4
Cc1ccc(NC(=O)CSc2ccccc2)cc1S(=O)(=O)N1CCOCC1 | i | 0.4
COc1ccc(CC(=O)NNC(=O)c2ccc(Br)s2)cc1OC | i | 1.2
Cc1ccc(-n2nc(C)c3c2C(Br)C(C)(C)CC3=O)nc1 (stereo not given) | i | 1.0
CCc1nn(CCCC(=O)NC2CCCCC2C)c(=O)c2cc3occc3n12 (stereo not given) | i | 0.7
Cn1cccc1C(=O)Nc1ccc(Cl)c(S(=O)(=O)N2CCCCC2)c1 | i | 0.7
O=C(OCc1c(-c2ccccc2)ncc2ccccc12)c1ccco1 | i | 1.4

For convenience, 14 of the compounds above:
SMILES | Myeloid diff 2 | Myeloid diff 2 GFP+ MAC1+ %
CCCCCCn1cc(CN2CC(N3CCCC3)CS2(=O)=O)nn1 (stereo not given) | i | 0.9
Cc1cc2nc(-c3ccc(Cl)cc3)c(CC3CCCCC3)n2c(C)c1Br | i | 0.6
Cc1noc(C)c1S(=O)(=O)N(C)C[C@H]1Oc2ccc(NC(=O)Cc3ccccc3)cc2C(=O)N([C@H](C)CO)C[C@@H]1C | i | 1.2
c1ccc(N2CCN(c3cccc(-c4cc5ccccc5s4)n3)CC2)nc1 | i | 1.1
O=S(=O)(N(Cc1ccccc1)[C@@H](CO)Cc1ccccc1)N(Cc1ccccc1)[C@@H](CO)Cc1ccccc1 | i | 1.3
O=[N+]([O-])c1cccc(CON=Cc2ccccc2O)c1 | i | 1.4
CCN(C(=O)CSc1nc2ccccc2n1CC(C)C)c1c(N)n(Cc2ccccc2)c(=O)[nH]c1=O | i | 1.4
Cc1ccsc1C(=O)OCC(=O)NCc1ccccc1 | i | 0.8
CCOC(=O)[C@]12CCC=C1N(Cc1ccc3c(c1)OCO3)C(=O)[C@H](CC(=O)N1CCCC1)C2 | i | 0.7
NC(=O)c1c(N)[nH]c(C(=O)c2ccccc2)c1-c1ccncc1 | i | 0.5
COc1ccc(-c2cc3nc(-c4ccccc4)cc(N4CCN(C(=O)c5ccoc5)CC4)n3n2)cc1 | i | 1.0
O=C(NCc1cccnc1)c1cc(C2CCCCN2C(=O)CCc2ccccc2)on1 (stereo not given) | i | 0.7
CC(C)N1CCCC(C)(C(=O)Nc2nc3ccccc3n2C)C1 (stereo not given) | i | 1.6
CC[C@H]1C=C[C@@H](C(C(=O)OC)C(=O)OC)CN1C(C)=O | i | 0.1

Screening results deposited in PubChem BioAssay by NMMLSC.
